# V-ATPase pH = regulators of yeast V-ATPase proton transport; S. cerevisiae, pHLuorin cytosolic pH fluorescence; response, % at 10 µM; actives 0.37% (n = 350,000); AID 504577; in the data active means response mostly above about 7.3%, no sharp cut-off; inactive means mostly below about 5.4%; further: actives read high; inactives centre near 0; some compounds called inactive have numbers as strong as hits; reference of the scale not given here
# Cardiac RTF inh = cardiac RTF calcium desensitization; P19429+P45379; IANBD-labeled cardiac RTF, Ca2+ fluorescence; inhibition, % at 7.15 µM; actives 0.12% (n = 340,000); AID 493244;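 active means inhibition above the mean inhibition of all tested compounds plus 3 SD, cut at about 17% in these data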;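 further: assay run at fixed EC70 calcium of 1.6 mM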
# cardiac RTF act = increases calcium sensitivity of human cardiac regulated thin filaments. P19429+P45379. IANBD-labeled TnC RTF fluorescence at EC20 calcium; 0% EC20 calcium, 100% full calcium. activation, % at 7.2 µM. actives 0.24% (n = 340,000). AID 493008;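 active means activation above the mean over all tested compounds plus 3 SD, cut at about 30% in these data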;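 further: rise in fluorescence read as greater calcium sensitivity of cardiac thin filaments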
# Keap1 Nrf2 FP = Keap1-Nrf2 (human) interaction inhibition | Keap1 Kelch-Nrf2 peptide fluorescence polarization, 1536-well | inhibition, % at 9.4 µM | actives 0.15% (n = 340,000) | AID 504523; in the data active means inhibition above about 12%; inconclusive means no clear call, values can overlap the other calls; inactive means below about 7.3%;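 further: human Keap1 Kelch domain with fluorescein labeled Nrf2 9mer peptide probe; 0% = neutral control wells and 100% = peptide positive control; higher means more block of Keap1 binding to Nrf2 peptide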
# Target sequence (Q14145 whole entry, looked up, the tested form may be a part): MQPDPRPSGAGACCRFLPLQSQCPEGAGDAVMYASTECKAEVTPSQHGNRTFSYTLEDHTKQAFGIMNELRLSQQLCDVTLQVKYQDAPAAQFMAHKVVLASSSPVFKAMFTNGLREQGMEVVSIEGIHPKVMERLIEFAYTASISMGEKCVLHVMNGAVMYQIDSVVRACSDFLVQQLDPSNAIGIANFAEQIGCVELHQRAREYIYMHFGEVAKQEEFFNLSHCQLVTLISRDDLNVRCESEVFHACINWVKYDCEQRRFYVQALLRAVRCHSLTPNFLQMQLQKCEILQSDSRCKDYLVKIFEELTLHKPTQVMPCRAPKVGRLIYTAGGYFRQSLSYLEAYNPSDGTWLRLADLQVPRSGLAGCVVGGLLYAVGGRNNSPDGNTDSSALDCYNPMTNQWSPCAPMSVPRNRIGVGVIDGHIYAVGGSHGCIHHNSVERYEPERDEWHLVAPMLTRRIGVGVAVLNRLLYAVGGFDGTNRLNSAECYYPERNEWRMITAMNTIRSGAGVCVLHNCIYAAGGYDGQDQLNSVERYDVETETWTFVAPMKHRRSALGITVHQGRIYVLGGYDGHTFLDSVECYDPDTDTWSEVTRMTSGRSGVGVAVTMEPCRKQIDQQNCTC
# LANA DNA inh = blocks KSHV LANA C-terminal domain binding to DNA | inhibition, % at 9 µM | MBP-C-LANA/FAM-LBS DNA binding, fluorescence polarization | AID 504423 | actives 0.078% (n = 340,000);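 active means highest replicate inhibition at or above 60% at 9 µM, even if other replicates fall short; inactive means all replicates below 60% inhibition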;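 further: 0% = neutral control wells and 100% = 4 µM acridine orange control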
# MOR-DOR inv ag = inverse agonists of human mu-delta opioid receptor heterodimerization; cell-based MOR-DOR heterodimer luminescence, inverse agonism; inhibition, % at 9.3 µM; AID 504357; P35372+P41143; actives 0.21% (n = 340,000); in the data active means inhibition above about 22%, passing the limit was not always enough;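 further: 0% = cells with DMSO and 100% = wells without cells with DMSO; values of inactives mirror those of a sister screen read the other way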
# HTR5A ag ctr = counter-screen for OPRM1-OPRD1 agonists: human HTR5A agonism; HTR5A agonist assay, luminescence, cell-based; activation, % at 9.3 µM; P47898; actives 0.61% (n = 340,000); in the data active means activation mostly above about 9.5%, no sharp cut-off; inactive means mostly below about 7.6%;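 further: 0% = cells with vehicle only and 100% = reference agonist; strong numbers were not always called active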
# Target sequence (P47898 whole entry, looked up): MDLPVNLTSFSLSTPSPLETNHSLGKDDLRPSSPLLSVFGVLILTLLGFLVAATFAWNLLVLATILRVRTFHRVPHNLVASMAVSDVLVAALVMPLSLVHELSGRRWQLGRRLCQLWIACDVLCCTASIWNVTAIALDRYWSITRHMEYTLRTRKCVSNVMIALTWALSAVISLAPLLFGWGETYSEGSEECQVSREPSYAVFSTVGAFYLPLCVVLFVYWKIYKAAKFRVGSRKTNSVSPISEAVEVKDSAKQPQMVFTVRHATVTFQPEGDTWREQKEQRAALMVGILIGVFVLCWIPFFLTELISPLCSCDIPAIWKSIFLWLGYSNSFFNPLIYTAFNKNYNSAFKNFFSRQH
# MOR-DOR ag = OPRM1-OPRD1 heterodimerization agonism | activation, % at 9.3 µM | P35372+P41143 | AID 504326 | actives 0.3% (n = 340,000) | cells, luminescence; in the data active means activation above about 18%;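 further: 0% = vehicle-treated cells and 100% = reference agonist; values of inactives mirror those of a sister screen read the other way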
# HTR5A inv ag = inverse agonist of human HTR5A in OPRM1-OPRD1 counter-screen. P47898. HTR5A cell line, luminescence, inverse agonism. inhibition, % at 9.3 µM. actives 0.083% (n = 340,000); in the data active means inhibition mostly above about 23%, no sharp cut-off; inactive means mostly below about 18%;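 further: 0% = cells with DMSO and 100% = no-cell wells with DMSO; some compounds called inactive have numbers as strong as hits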
# CAL PDZ FP = CAL PDZ (human) peptide binding inhibition | Q9HD26 | purified CAL PDZ, TMR-peptide fluorescence polarization, 1 h | inhibition, % at 24.9 µM | actives 0.92% (n = 300,000) | AID 602252;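 active means mean inhibition of at least 30% with at least half of replicates also reaching 30%; inconclusive means no clear call, values can overlap the other calls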;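 further: 0% = DMSO neutral control and 100% = excess unlabeled competitor peptide PRC23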
# An asterisk follows results filed as active; ? = inconclusive; . = no result given.
SMILES,V-ATPase pH,Cardiac RTF inh,cardiac RTF act,Keap1 Nrf2 FP,LANA DNA inh,MOR-DOR inv ag,HTR5A ag ctr,MOR-DOR ag,HTR5A inv ag,CAL PDZ FP
Cc1cccc(C(=O)NC2CCN(CC(=O)Nc3ccc4c(c3)OCO4)CC2)c1,1,-4,2,3,-1.2,2,4,-0.3,-8,.
CCn1c(=O)c(C(=O)CN(C)Cc2ccc(F)cc2)c(N)n(Cc2ccccc2)c1=O,2,-11,-2,2,-0.5,-27,-2,6.0,-14,-3
O=c1nc(N2CCOCC2)ccn1-c1nc(-c2ccccc2)oc1-c1ccccc1,-2,-4,0,-5,-0.1,6,16,-1.1,7,-4
Cc1nc(Cl)c2oc3ccccc3c2n1,1,-39,-2,3,1.7,-9,-1,1.5,-1,-1
c1ccc(-c2ccccc2-c2nc(-c3ccncc3)no2)cc1,-5,3,-5,3,1.0,-17,-2,3.2,-23,-2
C#CCOCCOCCOCCNc1nc(N2CCN(C(=O)CCCCCCCCCCNC(=O)[C@H](CCCCN)n3cc(CCCC(=O)O)nn3)CC2)nc(N2CCN(C(=O)CCCCCCCCCCNC(=O)[C@H](CCCN=C(N)N)n3cc(C[C@@H](C)CC)nn3)CC2)n1,-3,5,10,-11,-1.3,-6,11,1.1,-32,-9
Cc1ccc(C(=O)N2CCCC2)cc1S(=O)(=O)N1CCCCC1,6,1,-4,-2,-1.6,18,4,-3.2,-2,-3
O=C(CCc1ccccn1)N1CCCC(Nc2ccc(F)cc2)C1 (configuration not stated),-2,-5,-1,2,-0.4,10,-2,-1.8,6,-2
O=C1CN(c2nc(-c3ccccc3)c3cc(Cl)ccc3n2)c2ccccc2N1,2,1,-5,-1,1.2,7,-1,-1.4,-21,1
CCN1CCN(C(=O)c2[nH]c3ccc(OC)cc3c2C)CC1,-1,-10,7,-4,-2.0,-2,-2,0.3,7,-7
OC1CCCN(Cc2c3ccccc3cc3ccccc23)C1 (configuration not stated),-2,0,1,-1,0.6,1,0,-0.2,-8,-2
CCn1c(SC(C)C(=O)O)nc2sc3c(c2c1=O)CCC3 (configuration not stated),-2,7,-4,?,8.7,18,1,-4.3,-5,-1
O=C1C2CCCN2C(c2ccc(Cl)cc2)N1c1nccs1 (configuration not stated),-1,5,-1,-8,0.6,2,-2,-0.4,12,-1
COc1cc2c(C(=O)O)c(C)n(CC(C)C)c2c2ccccc12,3,3,-2,1,-1.4,3,6,-0.5,-16,-26
COC(=O)c1ccc(Cn2nnc3c(=O)[nH]c(C4CCCN(S(=O)(=O)c5ccccc5)C4)nc32)cc1 (configuration not stated),2,10,2,-1,-1.6,18,-2,-3.6,16,-2
Cc1nc2ccc(NC(=S)N3CCC(C)CC3)cc2nc1C,1,-13,6,-11,-1.5,-4,0,0.8,-4,-2
COc1ccc(NC2CCCN(C(=O)c3csc(C(C)C)n3)C2)cc1OC (configuration not stated),0,-11,-5,-1,0.2,6,-1,-1.1,-1,7
Cn1c2ccccc2c2cc(/C=C(\NC(=O)c3ccccc3)C(=O)NCC(=O)O)ccc21,0,-29,10,-22,-9.8,13,0,-2.6,2,5
COc1ccc(/C=C(\NC(=O)c2ccc(C)cc2)C(=O)N2CCCCC2)cc1,1,-4,2,-3,0.3,-1,-1,0.2,2,-2
Cc1nn(C(=O)c2ccco2)c(C)c1Sc1ccccc1,0,4,1,-6,-0.9,-4,11*,0.9,10,-5

# 3 of the entries above in order of their number in LANA DNA inh, descending.
SMILES	V-ATPase pH	cardiac RTF act	Keap1 Nrf2 FP	LANA DNA inh	MOR-DOR inv ag	MOR-DOR ag	CAL PDZ FP
O=c1nc(N2CCOCC2)ccn1-c1nc(-c2ccccc2)oc1-c1ccccc1	-2	0	-5	-0.1	6	-1.1	-4
Cc1nc2ccc(NC(=S)N3CCC(C)CC3)cc2nc1C	1	6	-11	-1.5	-4	0.8	-2
Cn1c2ccccc2c2cc(/C=C(\NC(=O)c3ccccc3)C(=O)NCC(=O)O)ccc21	0	10	-22	-9.8	13	-2.6	5

# Continued:
SMILES,V-ATPase pH,Cardiac RTF inh,cardiac RTF act,Keap1 Nrf2 FP,LANA DNA inh,MOR-DOR inv ag,HTR5A ag ctr,MOR-DOR ag,HTR5A inv ag,CAL PDZ FP
Cc1ccc(C(=O)Nc2ncc([N+](=O)[O-])s2)cc1,0,-8,3,-3,1.2,11,3,-2.2,-10,-2
COc1ccc(N(C=O)C(C(=O)Nc2c(C)cccc2C)c2ccccc2)cc1 (configuration not stated),-3,-2,-2,3,-1.7,-15,0,2.9,-9,-5
O=C(c1cn(-c2ccccc2)nc1-c1ccc(Cl)cc1)N1CCOCC1,1,-4,6,-3,-1.2,3,4,-0.6,-23,-8
CCOC(=O)N1CCC(N2CC34C=CC(O3)C(C(=O)Nc3ccc(C)cc3)C4C2=O)CC1 (configuration not stated),4,-5,2,-1,-1.4,12,-1,-2.5,3,4
CN(C)c1ccc(N=Nc2ccccc2Br)cc1,0,9,-7,1,-0.9,14,1,-2.6,-3,-1
Cc1ccc(Nc2nc(N)nc(CN3CCC(C)CC3)n2)c(C)c1,-4,-3,-1,2,0.3,15,-1,-2.5,-11,-6
CCc1ccc(CN(C)C(C)C(=O)Nc2ccc(S(=O)(=O)N3CCCC3)cc2)cc1 (configuration not stated),3,-19,-5,4,1.1,-18,4,2.7,3,2
N#CC(CCc1ccc([N+](=O)[O-])cc1)(CCc1ccc([N+](=O)[O-])cc1)C(N)=O,-1,-10,5,0,5.3,-12,0,2.4,-1,43*
CC(C)c1nc2sc3c(=O)[nH]cnc3c2c2c1CCC2,4,-2,-1,-6,0.2,-6,-1,0.9,3,-4
COc1ccc(-c2nnn(CC(=O)N(CCCO)C(C(=O)NC3CCCC3)c3ccncc3)n2)cc1 (configuration not stated),0,-9,9,-2,-1.7,-1,1,0.3,-9,-1
O=C(N/N=C/c1ccc(O)cc1)c1ccncc1,2,-12,0,-1,-0.1,7,-2,-1.6,8,2
Cn1c(-c2ccc(C(C)(C)C)cc2)n[nH]c1=S,5,-26,3,0,1.4,14,1,-2.6,-3,-3
O=C(N/N=C/c1cn(Cc2ccccc2)c2ccccc12)c1cc(O)cc(O)c1,-1,-1,1,1,-0.4,-6,3,1.0,-10,-5
Cc1sc2nc(COC(=O)c3ccc(N4CCCC4)c([N+](=O)[O-])c3)[nH]c(=O)c2c1C,1,-9,9,-5,-0.4,6,-6,-1.2,-16,-4
CCOC(=O)C1=C(C)N(CCCCCC(=O)O)C(=O)NC1c1ccccc1Cl (configuration not stated),-4,-12,16,-7,-1.0,11,2,-1.9,8,-3
O=C(Cn1cnc2c(cnn2-c2ccccc2)c1=O)Nc1ccc(S(=O)(=O)N2CCOCC2)cc1,0,3,26,-4,-1.1,-6,-3,1.1,10,-6
COc1ccc(N2CCN(C(=O)c3cc4c(=O)n(Cc5ccccc5)ccc4nc3C)CC2)cc1,-2,-6,-3,3,-0.2,2,4,-0.4,-19,-2
COc1ccc(S(=O)(=O)N2CCCCC2)cc1NC(=O)C1CC1C (configuration not stated),6,-10,0,-2,-2.9,21,-1,-5.3,2,6
COc1ccc2oc(C(=O)OCC(=O)Nc3ccccc3)c(C)c2c1,-1,-1,2,2,-0.5,-6,-1,1.1,-7,-2
CC(OC(=O)C12CC3CC(CC(O)(C3)C1)C2)C(N)=O (configuration not stated),2,-2,-7,1,-0.9,10,1,-2.1,-2,2
CC(OC(=O)Cc1ccc(Cl)cc1)C(=O)NC1CCCCC1C (configuration not stated),4,-5,-1,2,0.1,2,-3,-0.3,-8,-4
Cc1ccc(OCCOCCN2CCCCC2)c([N+](=O)[O-])c1,.,-5,-4,-1,-1.0,0,8,0.1,-2,-1
CCC1CCCCN1C(=O)Cn1c(=O)n(CCC(=O)NCc2ccco2)c(=O)c2sccc21 (configuration not stated),0,-4,6,-6,1.3,-4,1,0.7,13,.
CN1CCN(c2ccc(Nc3ccnc4cc(Cl)ccc34)cc2)CC1,2,-9,2,-8,1.4,-12,1,2.2,1,-7
CCOc1ccc(NC(=O)CSc2ccc(-c3ccccn3)nn2)cc1,7,-10,6,-3,3.0,4,1,-0.5,-10,2
COc1ccc(NC(=S)N/C(=N/S(=O)(=O)c2ccc(C)cc2)c2ccccc2)cc1,3,-4,7,-6,-1.6,12,-3,-2.4,37,.
O=C(CSc1ncc(C(F)(F)F)cc1Cl)N1CCNC1=O,5,1,8,-5,-0.3,8,1,-2.1,5,1
COc1ccc(S(=O)(=O)N/N=C\c2ccc(OC)c(COc3ccc(C)cc3[N+](=O)[O-])c2)cc1,10,-5,3,-3,-0.7,1,7,-0.2,2,0
COc1ccc(/C=N/NC(=O)c2cc[n+]([O-])cc2)cc1OC,5,3,2,-4,-0.5,15,4,-2.8,-12,-1
Nc1ccc2nc3c(=O)[nH]c(=S)[nH]c3nc2c1,4,-325,266*,39*,81*,-4,4,0.8,-13,-2
Nc1ncnc2c1nc(Br)n2[C@@H]1O[C@@H]2COP(=O)(O)O[C@H]2[C@H]1O,-1,12,11,1,-0.2,10,-2,-1.8,8,6
COc1ccc(-c2cc3ccccc3oc2=O)cc1NC(=O)c1ccc(Br)o1,0,-5,0,-1,-0.4,13,8,-2.4,-21,-3
CCOc1ccccc1NC(=S)N1CCN(c2nc(-c3cccc(OC)c3)cs2)CC1,0,-5,5,-3,0.1,7,4,-1.5,-10,-1
CCCOc1ccc(C(=O)N2CCCC2C(=O)O)cc1 (configuration not stated),-6,-7,2,-5,0.0,9,0,-1.6,-7,-2
Cn1c(SCC(=O)NC(=O)Cc2ccccc2)nnc1-c1ccc(F)cc1,-3,-5,-4,2,-1.3,16,1,-3.3,-3,0
CCOC(=O)[C@@H]1[C@H]2COc3ccccc3[C@H]2N2C(=O)N(c3ccccc3)C(=O)[C@]12C,-1,0,3,-2,0.0,3,0,-0.6,-4,2
Clc1cc(Br)ccc1OCCOCCN1CCCC1,6,2,-8,-2,-0.3,15,-4,-3.1,14,-2
COc1ccc(Br)cc1CNC(=O)Cc1c(C(=O)O)[nH]c2ccc(Cl)cc12,0,.,.,-1,0.1,.,.,.,.,7
CCN1CCN(C(=O)C2CCN(c3nnc(-n4c(C)ccc4C)s3)CC2)CC1,4,-9,8,1,0.4,16,-3,-3.0,8,.
S=c1[nH]nc(-c2cccc(Cl)c2)n1/N=C/c1ccc(-c2ccccc2Br)o1,-2,-2,0,-3,0.8,-6,0,1.1,3,2
C=C1CC(Cn2cc(Br)c(=O)[nH]c2=O)(c2ccc(-c3ccccc3)cc2)OC1=O (configuration not stated),-10,-2,-3,-43,0.6,2,-1,-0.5,5,-6
Cc1ccc(-n2nc(C)c3c(C)c(CCC(=O)NCCCOC(C)C)c(C)nc32)cc1,0,-4,-7,-9,0.5,3,-6,-0.5,25,-1
CC(C)(C)c1ccc(/C=C/C(=O)NCCCn2ccnc2)cc1,1,1,-2,4,1.3,19,4,-4.0,-14,-3
COC(=O)Oc1cncc(C(=O)O)c1,2,-6,1,-2,1.4,7,1,-1.5,-2,-1
O=C1NC2(CCCCCC2)C(=O)N1Cc1cccc([N+](=O)[O-])c1,0,-2,-2,-3,-1.9,16,1,-3.5,-3,-6
CN(c1ccccc1)S(=O)(=O)c1ccc2ccccc2c1,0,-10,2,-1,0.1,-6,-5,1.3,18,-5

# Bioassay records: PubChem, several laboratories
